IL-1B inflam inh – inflammasome signaling inhibition, IL-1 beta readout; activity change, % at 57.5 µM; hit rate 4.7% among 360,000; THP-1 LPS/ATP IL-1B secretion, AlphaLISA, 16 h; hits give low values; AID 743279; in the data active = activity change below about -50%; inconclusive = mostly about -30% to -49%; also: % is scaled to controls: 0 for no effect and ±100 for the full control effect
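Secreted IL-1B measured by AlphaLISA bead assay after 16 h compound exposure of THP-1 cells; compounds (final up to 57.5 uM) added 1 h before LPS (250 ng/mL) and ATP (1.25 mM) stimulation; lower signal means less secretion.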
SW480 rereplic – induces DNA re-replication in SW480 colon adenocarcinoma cells. AID 624297. hit rate 1.8% among 340,000. SW480 DNA re-replication, Hoechst DNA content imaging, 48 h. Potency, µM (doses to about 46.1 µM), inactives show at the highest dose re-replication activation, hits mostly activators; also: potency is read from the fitted curve at half-maximal effect; % of control where 0% means no effect; nearly all actives have a fitted effect of over 55% in size
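DNA re-replication was detected as more nuclei of elevated Hoechst intensity after 48 hr exposure to compound (23 nL pinned per well of 250 cells).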
HT1080 IDH1KD tx – HT-1080 IDH1 knockdown cell toxicity (counter line); HT-1080 IDH1 knockdown viability, ATP luminescence, 48 h; Potency, µM (doses to about 46.1 µM), for the others: top-dose activity, negative = toxicity, hits mostly cytotoxic; hit rate 2% among 360,000;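 also: potency is read from the fitted curve at half-maximal effect; 0% = DMSO wells and -100% = cell-free medium wells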
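IDH1KD HT-1080 cells, 750/well, RPMI + 5% FBS; compound pinned after 2 h settling; 48 h, 37 °C; CellTiter-Glo luminescence; % activity normalised to DMSO and no-cell wells; curves fitted, classed by r2 and efficacy.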
KB-V1 cytotox – KB-V1 MDR subline cytotoxicity; KB-V1 MDR cells viability, CellTiter-Glo, 72 h; hit rate 3.4% among 400,000; Potency, µM (highest dose often 46.1 µM), inactives show at the top dose activity change, negative = cytotoxicity, most hits filed as cytotoxic; also: potency is read from the fitted curve at half-maximal effect; % is scaled to controls: 0 for no effect and ±100 for the full control effect; nearly all actives have a fitted effect of over 60% in size
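Cytotoxicity via CellTiter-Glo luminescence after 72 h compound exposure at 37 degrees C. Cells: drug-selected KB-V1 line, DMEM phenol-red free plus 10% FBS. Compounds tested at multiple concentrations; normalized data fitted to concentration-effect curves.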
HT1080NT lethal – kills 2HG-producing HT-1080-NT fibrosarcoma cells; HT-1080-NT fibrosarcoma viability, CellTiter-Glo ATP luminescence, 48 h; Potency, µM (top dose mostly 46.1 µM), for the others: top-dose activity, negative = less viability, hits mostly cytotoxic; AID 686970; hit rate 1.6% among 360,000;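 also: NT is the 2HG producing partner of a matched IDH1 knockdown line; potency is read from the fitted curve at half-maximal effect; 0% = DMSO-treated cells and -100% = media-only wells without cells; nearly all actives have a fitted effect of over 55% in size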
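A 48-hour cytotoxicity screen used HT-1080-NT cells plated 2 hours before compound delivery. ATP-based CellTiter-Glo luminescence measured viability, normalized to DMSO and no-cell controls.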
DRD3 agonist – agonists of human D3 dopamine receptor; hit rate 0.58% among 410,000; D3R DiscoveRx beta-arrestin cells, luminescence, 90 min; max activation, %; P35462; in the data active = max activation above about 30%; also: 0% is about no effect; mostly tested at two doses, the higher about 12 µM
Target sequence (P35462 whole entry, looked up): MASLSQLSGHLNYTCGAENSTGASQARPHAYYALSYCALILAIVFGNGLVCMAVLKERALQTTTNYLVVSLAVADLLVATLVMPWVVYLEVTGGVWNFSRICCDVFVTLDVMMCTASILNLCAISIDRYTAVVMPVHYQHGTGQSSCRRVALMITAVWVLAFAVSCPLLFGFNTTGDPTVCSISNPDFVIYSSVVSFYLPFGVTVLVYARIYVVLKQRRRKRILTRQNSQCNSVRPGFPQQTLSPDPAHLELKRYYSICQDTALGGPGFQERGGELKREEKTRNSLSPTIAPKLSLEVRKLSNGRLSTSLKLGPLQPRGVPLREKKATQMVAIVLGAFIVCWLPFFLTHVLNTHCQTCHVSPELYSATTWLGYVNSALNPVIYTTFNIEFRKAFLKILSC
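Agonist mode: compounds and dopamine controls were applied to plated cells for 90 min at 37 degrees C after an overnight attachment at 1500 cells/well. Luminescent read-out followed 30 - 60 minutes at room temperature with DiscoveRx detection reagent.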
KB-3-1 cytotox – KB-3-1 parental cell cytotoxicity | Potency, µM (doses to about 46.1 µM), for the others: at the top dose activity change, negative = cytotoxic, actives largely listed as cytotoxic | KB-3-1 viability, CellTiter-Glo ATP luminescence, 72 h | hit rate 1.4% among 400,000 | AID 1347075; also: potency is read from the fitted curve at half-maximal effect; % is scaled to controls: 0 for no effect and ±100 for the full control effect; nearly all actives have a fitted effect of over 60% in size
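Viability of parental KB-3-1 cells, measured by CellTiter-Glo luminescence, followed a 72 h incubation at 37 °C with pinned compounds in phenol-red-free DMEM containing 10% FBS.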
HEK293 tox – cytotoxic in the GLP-1 receptor inverse agonist counter-screen; HEK293 cAMP-luciferase reporter cells, luminescence, 24 h; Potency, µM (top dose mostly 38.3 µM), for the others: top-dose activity change, negative = inhibition, most hits filed as inhibitors; hit rate 0.13% among 410,000; AID 624418;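 also: loss of luciferase light is scored as toxicity; potency is read from the fitted curve at half-maximal effect; % is scaled to controls: 0 for no effect and ±100 for the full control effect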
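To flag toxic compounds, the library was rerun on cells for 24 hr at 37 deg C and 5% CO2. Viability-linked luminescence was captured 12 min after adding luciferase detection reagent.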
MCF10A rereplic – induces DNA re-replication in MCF 10a normal breast cells; Potency, µM (doses to about 46.1 µM), inactives show at the highest dose activity, positive = re-replication, actives largely listed as activators; AID 624296; MCF 10A DNA re-replication, Hoechst nuclear intensity, 48 h; hit rate 2.9% among 350,000; also: potency is read from the fitted curve at half-maximal effect; % of control where 0% means no effect; nearly all actives have a fitted effect of over 50% in size
Numbers without * were called inactive; ? = inconclusive; / = no result given; & = joins results of further samples; [ ] = remark or other dose. Unless noted, calls follow the shape of the dose curve; as a rule, active = well fitted curve in the direction sought with a large enough effect; inconclusive = small, poorly fitted or top-dose-only effect, or another doubt; inactive = no such curve, though single readings can be large; an effect the other way counts as inactive or inconclusive. Compounds were not picked by outcome; any-hit rate near 11%.

mol | IL-1B inflam inh | SW480 rereplic | HT1080 IDH1KD tx | KB-V1 cytotox | HT1080NT lethal | DRD3 agonist | KB-3-1 cytotox | HEK293 tox | MCF10A rereplic
CC1CC(C)CN(c2cc3c(cc2[N+](=O)[O-])C(=O)N(c2ccccc2)C3=O)C1 (configuration not stated) | -13.2 | -6.1% | 18.9% | -3.1% | 21.3% | 4.7 | 13.3% | -6.3% | 2.5%
O=c1c2c3c(sc2nnn1CCCCOc1ccc(Cl)cc1)CCCC3 | / | / | / | -7.8% | / | 4.8 | -10.7% | -7.8% | /
CCc1nc(N)c(C#N)c(-c2ccccc2OC)c1C | 12.9 | -4.3% | -4.1%[9.24 µM] | ? | 4.1% | 8.6 | -10.6% | -1.3% | 9.4%
CC1CCC(NS(=O)(=O)c2ccc3c(c2)n(C)c(=O)c(=O)n3C)CC1 (configuration not stated) | -7.1 | 0.2% | 2.0% | 5.2% | -1.9% | -0.2 | 8.4% | 4.1% | 0.4%
COc1ccc(N2C(=O)CCSC23C(=O)N(Cc2ccc(F)cc2)c2ccccc23)cc1Cl (configuration not stated) | / | / | / | 2.3% | / | -7.4 | 0.0% | -18.1% | /
O=C(CSc1ccc(-c2ccncc2)nn1)N1CCN(c2ccccc2)CC1 | 24.3 | 1.0% | 9.7% | 14.6µM* | 11.4% | 3.2 | -15.0% | -3.2% | -2.1%
CCc1ccc(CNCc2ccc(F)cc2)cc1 | -20.6 | -0.6% | -3.1% | 0.0% | -1.0% | -10.7 | 8.4% | 0.2% | ?
Cc1nn(C)cc1/C=N\NC(=O)c1ccc2c(c1)c(C)c(C)n2Cc1ccccc1 | -7.5 | 1.1% | -1.6% | -7.7% | -10.9% | -1.0 | 0.0% | -27.1% | ?
Cc1cc(NC(=O)Nc2ccc(Cl)cc2)n(C)n1 | 1.3 | 12.3% | -8.9% | ? | -17.2% | -0.5 | 18.8% | 5.7% | 6.4%
O=C1NC[C@@H](CCCCN2C[C@H](Cc3ccccc3)N(CCC3CCCCC3)C(=O)C2=O)N(CC2CCCCC2)C1=O | -17.3 | / | 11.7% | -13.0% | -2.1% | -9.1 | -26.6% | 3.1% | /
Cc1ccc(S(=O)(=O)Nc2ccc(NC(=O)CN3CCCCC3)cc2)cc1 | 15.1 | 2.9% | 6.1% | 9.0% | 1.2% | -10.0 | -1.8% | -3.3% | -2.9%
COc1cc(N(C)C)ccc1C=c1c2ccccc2n2c1cc(-c1ccccc1)[n+]2C | -99.7* | ? | 11.6µM* | ? | ? | -0.7 | 1.03µM* | 12.6µM* | 8.0%
CC(C)(C)OC(=O)N1CCC(C(=O)Nc2ccc(C(=O)N3CCOCC3)cc2)CC1 | 2.2 | -1.0% | 4.6% | 0.0% | 4.4% | -2.8 | ? | -18.1% | 21.6%
O=C(NCCc1ccccc1)c1cnc2sccn2c1=O | -10.3 | -11.7% | 3.2% | -2.3% | -9.0% | -2.8 | 8.8% | 7.1% | 4.0%
Cc1ccc(C)c(S(=O)(=O)NCC(c2ccc3c(c2)OCO3)N2CCOCC2)c1 (configuration not stated) | -3.4 | 1.5% | 3.7% | 6.0% | 8.4% | 1.6 | -1.6% | -1.9% | -6.5%
O=C1[C@@H]2[C@H](C(=O)N1Cc1ccco1)[C@H]1C=C[C@@H]2C1 | 2.2 | -4.2% | 8.8% | 15.3% | 2.4% | 11.3 | 2.0% | 3.2% | -2.0%
Cn1c(N2CCCCC2)nc2c1c(=O)n(Cc1cccc(Br)c1)c(=O)n2C | 24.7 | -6.0% | 15.2% | 10.3µM* | 5.0% | 1.9 | -15.3% | -14.0% | 6.2%
N#Cc1c(-c2ccccc2)ccnc1N1CCOCC1 | -24.2 | -77.4%[inhibitor] | -3.5% | -29.6% | -9.5% | -3.5 | 5.6% | 0.9% | -42.5%[inhibitor]
COc1ccc(OC)c(NC(=O)CCNC(=O)Cn2cnc3ccccc3c2=O)c1 | 26.7 | -8.0% | 12.4% | 6.7%&0.0% | 7.3% | -6.5&0.5 | 14.3%&10.1% | 2.6%&-8.5% | 9.1%
C/C(=N\NC1=N[C@H]2CS(=O)(=O)C[C@H]2S1)c1ccccc1 | -2.2 | -3.7% | 4.5% | -0.9% | 9.2% | -2.6 | -1.1% | 11.5% | 5.3%
Cc1ccccc1OCC(=O)OCC(=O)NCc1cccs1 | 10.8 | 8.1% | -0.9% | -10.9% | -0.4% | -9.0 | 11.6% | 8.8% | 15.4%
Cc1cccc2nc3c(nc12)-c1ccccc1C3=O | 23.6 | -3.9% | 6.6% | ? | 6.4% | -7.6 | -7.6% | 13.3% | 1.0%
CCCC(=O)Nc1nnc(-c2cccc(OCC)c2)s1 | -27.5 | -5.6%[9.22 µM] | -2.1% | -14.8% | -7.6% | 1.5 | 25.3% | 6.2% | -7.7%
O=C(Nc1cc(S(=O)(=O)N2CCOCC2)ccc1OCC(F)(F)F)C1=COCCO1 | -8.2 | 20.2% | 1.0% | -9.9% | 0.8% | 1.2 | -1.7% | 1.0% | 2.3%
O=C(COC(=O)c1ccc([N+](=O)[O-])o1)Nc1cccc2ccccc12 | -8.6 | 3.9% | 6.5% | 0.0% | -1.3% | 8.8 | 19.1% | -12.1% | 14.9%
O=C(CCCn1c(SCC(=O)NCC2CCCO2)nc2ccccc2c1=O)NCc1ccccc1 (configuration not stated) | -26.7 | -2.6% | 4.2% | 6.2% | 1.1% | 0.4 | 2.6% | -9.4% | -0.4%
Cc1cc(Cl)ccc1OCCCC(=O)N1CCN(C(=O)c2ccco2)CC1 | -0.7 | 5.9% | -11.7% | ? | 5.9% | -5.6 | -9.8% | 1.6% | 28.5%
O=C(OCC(=O)c1ccc(Cl)s1)c1ccccn1 | 5.5 | -6.7% | 8.8% | 0.2% | 12.0% | 1.1 | 10.8% | 12.0% | -2.0%
Cc1ccc(-c2nnc3ccc(SCC(=O)Nc4cc(C)on4)nn23)cc1 | 11.9 | -2.1% | 19.1% | -11.3% | -1.5% | 1.2 | 4.7% | -8.2% | -6.2%
CCCCS(=O)(=O)N1CCC(C(=O)Oc2ccccc2OC)CC1 | 1.7 | 9.1% | -4.3% | -11.3% | 0.9% | 3.2 | 5.5% | 17.6% | 19.0%
Cc1ccc(C(=O)NC(=S)NCc2cccnc2)c(C)c1 | 19.2 | -6.6% | -15.2% | -25.1% | 0.6% | 5.7 | -1.9% | -0.9% | -46.4%[inhibitor]
Cc1ccc(NC(=O)c2oc3ccccc3c2NC(=O)Cc2ccccc2)cc1 | / | / | / | 12.8% | / | 1.7 | -3.4% | -11.3% | /
CCCC(=O)Nc1c2c(nn1-c1ccc(OC)cc1)CS(=O)(=O)C2 | 18.9 | -2.5% | -14.6% | -2.9% | 0.8% | -17.7 | -20.0% | 3.2% | -15.9%
COc1ncnc2c1ncn2CCCNCCCN1CCCC1=O | 8.1 | / | 1.5% | 12.9% | 14.7% | -0.6 | -8.6% | 0.4% | /
COc1cccc2cc(-c3nnc(SCC(=O)Nc4ccc(NC(C)=O)cc4)n3C)oc12 | 7.5 | -5.2% | -19.1% | 10.2% | -23.9% | -2.0 | ? | -0.9% | -20.6%
CCCn1c(SCC(=O)Nc2ccccc2N2CCOCC2)nc2c1c(=O)n(C)c(=O)n2C | 6.7 | -2.4% | 7.2% | 0.0% | 8.4% | -1.8 | -0.4% | -18.1% | -0.3%
O=C(CCn1nnc2ccccc21)OCC(=O)c1ccc(F)cc1 | -2.7 | -54.3%[inhibitor] | ? | 26.9% | 21.6% | -8.7 | -0.6% | 11.3% | 8.7%
CC(=O)c1sc(N)nc1C | 15.1&-1.0 | -56.1%[inhibitor] | 2.0%&2.2% | -25.3%&1.6% | -9.9%&2.8% | -6.2&7.4 | -9.8%&16.4% | 6.0%&2.2% | ?
S=C(Nc1cccnc1)NC1CC2CCC1C2 (configuration not stated) | -5.1 | ? | 11.0% | 0.0% | 20.1% | 14.3 | 16.4% | 7.3% | 0.7%
CC(C)c1ccc(NC(=O)CCNC(=O)Cn2cnc3ccccc3c2=O)cc1 | 41.3 | 0.2% | -2.3% | -12.8% | -1.0% | -19.3 | -5.3% | -1.2% | -9.8%
COc1ccc(C(=O)NNC(=O)CSc2nnc(COc3ccccc3)n2C)cc1 | -27.0 | -9.9% | -9.6% | 13.5% | -0.4% | 2.4 | 1.1% | -6.3% | -1.5%
COC(C[C@@H](O)C[C@@H](O)[C@@H](C)OCc1ccccc1)OC | -2.4 | 0.3% | 2.7% | -8.5% | -3.1% | -19.5 | -3.5% | 8.0% | 1.2%
CCOc1ccccc1NC(=O)COC(=O)/C=C/c1cccs1 | -17.5 | 2.8% | -0.5% | 6.5% | 0.7% | 1.4 | 0.2% | -19.1% | -17.9%
COC(=O)CSc1nc(N)nc(C)c1Cl | 2.2 | -10.7% | 5.8% | 0.0% | 5.3% | -0.2 | ? | 4.8% | 1.3%
O=C(NNC(=O)c1ccccc1O)c1ccc(-c2ccc([N+](=O)[O-])cc2)o1 | 89.1 | 4.5% | ? | -22.3% | -16.5% | 2.9 | ? | -23.6% | ?
CCOc1ccc(-c2nnn(CCC(=O)O)n2)cc1OC | 12.8 | -9.6% | -0.6% | 6.1% | 5.4% | -1.5 | 10.0% | 4.3% | -1.4%
NC(=O)CC(NC(=O)c1cccc(Br)c1)c1ccc(NC2CCCCCCCCCCC2)c([N+](=O)[O-])c1 (configuration not stated) | -1.6 | -4.5% | -1.1% | 9.3% | 15.3% | -6.9 | 1.2% | 10.7% | -3.4%
Cc1ccc(Nc2nc3c(s2)CCC3)c(C)c1 | -20.3 | 13.4% | -7.3% | 9.8% | -14.7% | -0.2 | 5.7% | -23.9% | 9.8%
CCCc1ccc(S(=O)(=O)NCc2nnc(SC)n2C)cc1 | 0.7 | 1.1% | ? | -21.3% | 19.6% | -1.7 | 0.1% | -3.0% | 10.2%
CN(C(=O)CSc1nc(-c2ccc(F)cc2)cs1)C1CCS(=O)(=O)C1 (configuration not stated) | -5.2 | 6.8% | 6.3% | -7.7% | -0.1% | -4.5 | -1.9% | 6.1% | -1.1%
